D1 ag = activates the human D1 dopamine receptor. 360,000 compounds, 1% hits. HEK293 T-REx D1 cells, calcium flux, agonist mode. P21728. activation, % at 2 µM; in the data active = activation above about 30%; note: 0% is about no effect
Target sequence (P21728 whole entry, looked up): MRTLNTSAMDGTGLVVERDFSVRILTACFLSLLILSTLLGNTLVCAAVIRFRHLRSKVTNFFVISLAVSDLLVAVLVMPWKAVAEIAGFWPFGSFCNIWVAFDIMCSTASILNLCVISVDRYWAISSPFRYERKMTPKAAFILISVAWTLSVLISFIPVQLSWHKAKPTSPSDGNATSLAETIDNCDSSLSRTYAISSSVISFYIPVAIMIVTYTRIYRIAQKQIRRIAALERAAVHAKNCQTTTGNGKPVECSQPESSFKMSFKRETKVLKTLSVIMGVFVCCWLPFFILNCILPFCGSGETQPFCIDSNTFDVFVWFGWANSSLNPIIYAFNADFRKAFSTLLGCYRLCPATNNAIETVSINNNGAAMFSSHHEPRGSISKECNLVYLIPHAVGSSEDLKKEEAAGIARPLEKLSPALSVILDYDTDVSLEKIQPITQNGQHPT
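Inducible HEK293 T-REx D1 cells, force-coupled to calcium signalling, were plated at 4000 cells/well with tetracycline and held overnight at 30 C. After no-wash calcium dye loading, compound-evoked calcium rise over 180 s flagged agonists.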
RXFP1 ag = RXFP1 (human) receptor agonism; Q9HBX9; HEK293T-RXFP1 cAMP TR-FRET, 30 min; response scale: percent of porcine relaxin response, buffer zero; Potency, µM (doses to about 57.5 µM), without a hit: at the top dose activation, actives largely listed as activators; 370,000 compounds, 0.3% hits; note: potency is the fitted concentration of half-maximal effect; % is set by controls: 0 for no effect and ±100 for the full control effect; nearly all actives have a fitted effect of over 60% in size; many of its hits are not listed in these tables
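cAMP rise read by TR-FRET after 30 min, 37C compound exposure (up to 58 uM) in RXFP1-transfected HEK293 cells with Ro 20174 present. EC50 from Hill-equation fits, with 29 nM porcine relaxin as 100% and buffer as basal.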
D1 antag = human D1 dopamine receptor antagonism | P21728 | HEK293 TREx D1 cells, calcium flux, dopamine EC80; hits give low values | 360,000 compounds, 3.2% hits | activity change, negative = inhibition, % at 10 µM; in the data active = activity change below about -30%; note: % is set by controls: 0 for no effect and ±100 for the full control effect
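Calcium flux readout: force-coupled, inducible Hek293 Trex D1 line, cells induced overnight at 30 C with tetracycline, dye-loaded 30–90 min at RT. Antagonism scored against EC80 dopamine challenge given 180 s after compound.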
Vif-APOBEC3G blk = inhibitors of Vif-APOBEC3G interaction; Q9HC16; HeLa A3G-eYFP + Vif (tagged APOBEC3G with the HIV-1 protein that degrades it), YFP fluorescence, overnight; Potency, µM (titrated, usually from 46.1 µM), inactives show top-dose activity, negative = active, usual class: inhibitors; 410,000 compounds, 0.076% hits;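 note: potency is the fitted concentration of half-maximal effect; % is set by controls: 0 for no effect and ±100 for the full control effect; nearly all actives have a fitted effect of over 60% in size; hits raise eYFP signal because A3G escapes Vif-driven loss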
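Read-out is eYFP fluorescence (Ex 488/Em 500-530) from Vif-expressing HeLa A3G-eYFP cells; more signal means A3G escaped Vif-mediated degradation. Cells plated overnight, compound pinned in, incubated overnight at 37 deg C.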
D1 potentiator = human D1 dopamine receptor positive modulation. P21728. potentiation, % at 10 µM. 360,000 compounds, 0.036% hits. HEK293 TREx D1 cells, calcium flux, dopamine EC20 potentiation; in the data active = potentiation above about 30%; note: 0% is about no effect
GRP78 ERSR act = inducers of ER stress response in human glioma cells | U87-MG GRP78 promoter luciferase reporter, 16 h | Potency, µM, without a hit: at the top dose activation, most hits filed as activators | 420,000 compounds, 0.02% hits; note: potency is the fitted concentration of half-maximal effect; series mostly up to about 76 µM; % of control where 0% means no effect; nearly all actives have a fitted effect of over 35% in size
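Stably transfected U87-MG human glioma cells carrying a GRP78-based luminescent sensor were seeded at 1000 cells/well, pin-dosed with compounds and incubated 16 h. Luciferase reagent was then added, and end-point luminescence was read after 10 min at room temperature.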
RXFP1 antagonist = antagonists of human relaxin receptor RXFP1. AID 1259400. HEK293-RXFP1, relaxin-stimulated cAMP HTRF, 30 min; hits give low values. activity change, negative = inhibition, % at 57.5 µM. 350,000 compounds, 0.59% hits;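 active = activity change of -60% or lower, but not beyond a set lower limit; inconclusive = change between -60% and -40%, or beyond the set limit; inactive = change above -40%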; note: % is set by controls: 0 for no effect and ±100 for the full control effect
D2 PAM = positively modulates the human D2 dopamine receptor allosterically; P14416; HEK293 T-REx D2, calcium flux, EC20 dopamine potentiation; potentiation, % at 10 µM; 340,000 compounds, 0.34% hits; AID 485347;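 active = potentiation over 3 SD above the plate norm, cut at about 30% in these data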; note: 0% is about no effect
Target sequence (P14416 whole entry, looked up): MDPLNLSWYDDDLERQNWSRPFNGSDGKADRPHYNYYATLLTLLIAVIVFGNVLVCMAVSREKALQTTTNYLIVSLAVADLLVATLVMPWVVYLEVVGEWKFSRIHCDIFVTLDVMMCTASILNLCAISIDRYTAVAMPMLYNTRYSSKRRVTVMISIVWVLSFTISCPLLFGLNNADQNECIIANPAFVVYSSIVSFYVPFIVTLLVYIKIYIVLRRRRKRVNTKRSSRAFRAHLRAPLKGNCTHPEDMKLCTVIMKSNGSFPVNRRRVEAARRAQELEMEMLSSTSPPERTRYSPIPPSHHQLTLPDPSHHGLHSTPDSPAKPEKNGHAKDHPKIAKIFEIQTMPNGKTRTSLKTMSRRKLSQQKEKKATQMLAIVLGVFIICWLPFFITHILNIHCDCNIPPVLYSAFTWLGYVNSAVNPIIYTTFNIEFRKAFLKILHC
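Cells plated with tetracycline inducer and held overnight at 30 C; calcium dye loaded 30–90 min at room temperature; baseline taken, compound added and read 180 s; EC20 dopamine then added and read 180 s.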
Vif-A3F inh = inhibitors of Vif-A3F interaction | HeLa A3F-eYFP + Vif (tagged APOBEC3F with the HIV-1 protein that degrades it), YFP fluorescence increase | 390,000 compounds, 0.2% hits | Potency, µM (top dose mostly 46.1 µM), without a hit: at the highest dose activity, negative = active | AID 602313; note: potency is the fitted concentration of half-maximal effect; % of control where 0% means no effect; nearly all actives have a fitted effect of over 65% in size
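HeLa cells stably expressing Vif plus C-terminally eYFP-tagged A3F were seeded, incubated overnight at 37 deg C, dosed with compound, incubated overnight again at 37 deg C. Yellow fluorescence (Ex 488/Em 500-530) reported blocked Vif-mediated A3F-eYFP degradation.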
An asterisk follows results filed as active; ? = inconclusive; . = no result given; & = joins results of further samples. Unless noted, calls come from the whole dose curve; as a rule, active = well fitted curve in the direction sought with a large enough effect; inconclusive = small, poorly fitted or top-dose-only effect, or another doubt; inactive = no such curve, though single readings can be large; an effect the other way counts as inactive or inconclusive.

SMILES	D1 ag	RXFP1 ag	D1 antag	Vif-APOBEC3G blk	D1 potentiator	GRP78 ERSR act	RXFP1 antagonist	D2 PAM	Vif-A3F inh
Cc1ccc2oc(/N=C(\N)NC(=O)C(C)(C)C)nc2c1	-1	4.1%	-18	4%	-4	-14%	-16	11	22µM*
CCOc1ccccc1CNC(=O)c1nn(C)c2c1CS(=O)(=O)c1ccccc1-2	4&0	0.6%&-1.5%	5&0	-1%&-2%	2&-2	-7%&-6%	-16&-2	5&4	-13%&1%
O=C(N/C(=C/c1ccc(F)cc1)C(=O)N1CCOCC1)c1ccccc1	6	-1.3%	-12	-5%	6	-3%	-17	3	-4%
Cc1ccc(OCC(=O)c2cc(C)c(C)cc2C)c([N+](=O)[O-])n1	1	0.2%	1	-18%	-7	-17%	-34	3	-4%
Cc1ccc2c(c1)c1c(c(=O)n(-c3cccc(Cl)c3)c(=O)n1CC(N)=O)n2C	-1	-0.5%	3	1%	-3	0%	.	4	-1%
COC(=O)CNC(=O)c1cc(-c2ccncc2)nc2ccccc12	3	2.5%	6	-5%	-4	0%	1	-22	-14%
CN1CCN(C(=O)c2cccc(S(=O)(=O)N3CCCCC3)c2)CC1	2	1.6%	-4	0%	-2	-5%	-20	-7	1%
CC1Nc2ncnc(N3CCN(c4ccccc4)CC3)c2N(Cc2ccccc2)C1=O (configuration not stated)	-1	0.0%	-27	1%	-7	-5%	.	-6	-1%
CCOc1cc(CNCc2ccccn2)cc(Cl)c1OC	4	1.8%	-14	-8%	1	-2%	19	3	?
c1ccc(C2=NC(c3ccccc3)N=C(c3ccccc3)N2)cc1	2	1.1%	5	-5%	-2	1%	-16	0	1%
CC(=O)Nc1ccc(S(=O)(=O)NNC(=O)C(=O)NNc2ccccn2)cc1	2	-0.4%	11	-1%	5	0%	4	12	-9%
COC(=O)c1ccccc1NC(=O)Nc1nnc(N2CCCCC2C)s1 (configuration not stated)	-4	14%	0	6%	-2	0%	.	.	0%
Cc1ccc(N2CC(C(=O)Nc3ccc(Br)cc3)CC2=O)cc1 (configuration not stated)	2	-2.3%	-14	-2%	-1	-1%	6	-7	?
CC(C)(C)C(=O)Nc1ccc(S(=O)(=O)N2CCCC2)cc1	3	-1.5%	6	3%	0	-5%	-2	5	-4%
COc1cc(-c2noc(-c3ccc(N4CCCC4)c([N+](=O)[O-])c3)n2)cc(OC)c1OC	11	-1.0%	-3	5%	-1	-1%	.	-6	-15%
O=C(NNc1c2ccccc2nc2ccccc12)c1ccccc1O	1	0.4%	-24	0%	-7	-3%	-27	-18	0%
Cc1c(Cl)cccc1NC(=O)c1ccccc1-c1ccccc1C(=O)O	-3	0.0%	61	-7%	-2	-3%	2	-11	-2%
CC(C)CC(=O)N1CCN(Cc2ccc3ccccc3c2)CC1	5	0.1%	-5	0%	0	-3%	8	8	-4%
COc1ccc(OC)c(S(=O)(=O)NCC(c2cccs2)N2CCc3ccccc3C2)c1 (configuration not stated)	2	0.2%	16	-2%	1	-4%	-19	13	4%
COc1ccc(C2C(C(N)=O)=C(C)Nc3nc(CCCO)nn32)cc1OC (configuration not stated)	3	1.1%	21	1%	-1	-2%	3	2	-5%
Cc1ccc(-n2c(SCC(=O)NCC3CCCO3)nc3ccccc3c2=O)cc1 (configuration not stated)	.	.	.	-2%	.	-2%	-1	.	4%
COc1ccccc1NC(=O)c1oc2ccccc2c1NC(=O)Cc1cccs1	4	4.3%	-2	5%	-3	-7%	-18	-6	0%
CCCc1nc2oc3c(NCc4ccccn4)ncnc3c2c2c1COC(C)(C)C2	4	2.8%	9	3%	-2	-6%	-13	8	-6%
Cc1nn(Cc2ccc(F)cc2)c(C)c1NC(=O)c1cc(-c2ccco2)on1	7	0.8%	-16	-18%	5	-7%	-15	14	-20%
Cc1cc(C)c(C)c(S(=O)(=O)NC(C)C(=O)O)c1C (configuration not stated)	1	1.9%	7	-1%	2	-5%	-3	2	0%
O=C(CSc1nc2c(c(=O)[nH]1)CCCC2)Nc1ccc(Cl)cc1F	5	0.1%	-3	-3%	2	-1%	5	0	-11%
COc1ccc(CCNC(=O)c2ccc3nc(Cc4ccccc4)oc3c2)cc1OC	13	2.8%	-20	-10%	-3	-1%	?	6	-2%
CCOC(=O)C1CCN(C(=O)/C=C/c2ccccc2)CC1	0	0.2%	14	-6%	2	-3%	1	2	7%
COc1ccc(C(=O)N2CCN(C(C)=O)CC2)cc1S(=O)(=O)N1CCOCC1	3	1.8%	5	0%	-7	-5%	-15	.	-5%
Cc1[nH]c(=O)[nH]c(=O)c1S(=O)(=O)Nc1ccc(S(N)(=O)=O)cc1	1	-1.6%	3	0%	-1	-1%	-11	-1	-4%
CCOc1cc2[nH]c(=O)n(CCCCCC(=O)NC(C)CC)c(=O)c2cc1OCC (configuration not stated)	3	2.2%	18	-3%	3	-2%	-1	5	2%
O=C(N1CCCC1)C12CC3CC(CC(Cl)(C3)C1)C2	3	2.7%	-3	2%	0	-3%	5	0	3%
CN(C(=O)C1CCCCC1)C1CCS(=O)(=O)C1 (configuration not stated)	2	3.2%	-12	1%	-3	-4%	12	-7	6%
Cc1ccc(C(=O)N2CCN(S(C)(=O)=O)C2)cc1	2	2.9%	-9	0%	-6	-8%	-30	4	.
CCOC(=O)N1CCc2c(sc3c2c(=O)n(Cc2ccccc2)c(=O)n3CC(=O)Nc2cccc(CC)c2)C1	8	5.7%	-4	-2%	3	-2%	14	0	-13%
Cc1ccc(NC(=S)N/N=C/c2ccc(Cl)c([N+](=O)[O-])c2)cc1	2	1.9%	.	-19%	-2	2%	-7	2	-13%
O=C(CNC(=O)c1ccccc1F)NCCc1ccc(Cl)cc1	1	0.6%	-1	1%	-6	-3%	-18	7	-1%
CCOC(=O)N1CCN(c2nc(-c3cccs3)nc3ccccc23)CC1	4	1.0%	-1	4%	-1	-7%	-20	-1	16%
c1ccc(Cc2ccc(OCCn3cncn3)cc2)cc1	5	0.2%	2	1%	-10	4%	-13	3	-3%
Cn1c(CC(=O)NCCO)c(Sc2ccccc2)c2ccccc21	10	0.7%	-13	2%	-4	-1%	2	-23	2%
O=S(=O)(Nc1cccnc1)c1ccc(Cl)cc1	4	1.5%	-17	1%	-2	-6%	3	-1	-2%
COc1cc2cc(C(=O)N/N=C/c3ccc(F)cc3)[nH]c2cc1OC	0	-1.5%	1	-12%	-6	0%	1	-7	7%
Cc1ccc(S(=O)(=O)c2c(C)cc(C)[nH]c2=O)cc1	1	-2.5%	0	2%	-6	-1%	16	8	-11%
COc1ccccc1N(CC(O)CN1C(C)CCCC1C)S(=O)(=O)c1ccccc1 (configuration not stated)	4	3.4%	-1	1%	-4	-1%	7	9	-9%
CN(C)/C=N/C(=S)Nc1ccc(Cl)cc1	2	1.3%	-6	-1%	-6	-2%	-10	6	?
C/C(=N\OCC(=O)Nc1cc(C)cc(C)c1)c1ccc2c(c1)OCCO2	6	0.8%	6	1%	2	6%	-20	0	-9%
NS(=O)(=O)c1cc2c(cc1Cl)NC(c1ccccc1OCC(=O)O)NS2(=O)=O (configuration not stated)	3	0.9%	-17	-2%	-10	-3%	-11	2	6%
Cc1cc(Cl)ccc1C(=O)C1CCCN(C(=O)c2ccoc2)C1 (configuration not stated)	0	-0.5%	3	3%	-3	0%	-10	16	8%
CCOC(=O)N1CCC(NC(=O)C(CC(C)C)NC(=O)C2CCCCC2)CC1 (configuration not stated)	1	0.0%	7	0%	0	-6%	7	-5	0%
CCOc1ccc(NC(=O)CCN2C(=O)c3ccccc3C2=O)cc1	11	5.9%	-6	0%	-2	-2%	1	3	5%
CCN(CC)C(=O)c1ccc2c3c(cccc13)C(=O)N(CCc1ccc(OC)c(OC)c1)C2=O	10	0.8%	-5	-9%	-4	-5%	-12	3	1%
CCn1cc(CN(C)C(=O)CSc2nc(-c3ccco3)cc(C(F)(F)F)n2)c(C)n1	.	.	.	-25%	.	-6%	-12	.	5%
O=C(CS(=O)(=O)c1ccccc1)Nc1nnc(-c2cccs2)o1	2	-0.8%	4	1%	4	-5%	-5	11	-21%
Cc1ccc(-c2c(CN3CCN(c4cccc(C)c4)C(C)C3)csc2C)cc1 (configuration not stated)	1	2.1%	-23	7%	2	-2%	9	4	13%
COc1ccc(C2CC(c3cccs3)=NN2C(=O)CSc2nc3c(cnn3-c3ccccc3)c(=O)[nH]2)cc1 (configuration not stated)	-4	-0.4%	35	1%	3	-4%	9	9	1%
CC(C)(C)NC(=O)C1CCN(C(=O)c2ccc(Br)cc2)CC1	-1	0.6%	31	-1%	-3	-5%	-9	.	7%
Nc1ccccc1SC1CC(=O)N(c2ccc(Cl)c(Cl)c2)C1=O (configuration not stated)	7	0.5%	-14	-14%	-7	0%	-5	-7	-17%
CN(CC(=O)NCCc1ccc(S(N)(=O)=O)cc1)CC(=O)Nc1cccc(F)c1	3	-0.7%	5	0%	-1	-3%	-8	8	-10%
CCOc1cc(C)nc(N2CCN(C3CCCCC3)CC2)n1	0	-2.0%	-12	-1%	-2	-3%	-13	7	-6%
CCn1cc(CCC(=O)O)c(C)n1	4	-2.4%	10	-1%	-1	-2%	13	7	-6%
NC(=O)c1ccsc1NC(=O)Cc1ccc([N+](=O)[O-])cc1	7	0.7%	-8	-1%	-4	3%	1	3	-3%
Cc1ccc(-n2c(SCC(=O)Nc3nccs3)nc3c(c2=O)SCC3)cc1	2	1.3%	10	-15%	-1	-2%	10	-6	-3%

Reformatted with bars between the fields: part of the list above.
Structure | D1 ag | RXFP1 ag | D1 antag | Vif-APOBEC3G blk | D1 potentiator | GRP78 ERSR act | RXFP1 antagonist | D2 PAM | Vif-A3F inh
CC(C)(C)C(=O)Nc1ccc(S(=O)(=O)N2CCCC2)cc1 | 3 | -1.5% | 6 | 3% | 0 | -5% | -2 | 5 | -4%
COc1cc(-c2noc(-c3ccc(N4CCCC4)c([N+](=O)[O-])c3)n2)cc(OC)c1OC | 11 | -1.0% | -3 | 5% | -1 | -1% | . | -6 | -15%
O=C(NNc1c2ccccc2nc2ccccc12)c1ccccc1O | 1 | 0.4% | -24 | 0% | -7 | -3% | -27 | -18 | 0%

Screening data from PubChem BioAssay.

An excerpt; the hit share may differ from the screen's.
